# Source: PubChem (several laboratories)
# MEP2 TOR yeast – yeast TOR pathway MEP2-GFP modulation. AID 2016. 330,000 compounds, 0.51% hits. GFP response vs DMSO, % at 10 µM. S. cerevisiae MEP2-GFP strain, flow cytometry GFP, 3 h; 100% = DMSO control level;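 active means GFP response versus DMSO above a set limit, roughly screen mean plus 3 SD, cut at about 180% in these data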;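 further: median GFP fluorescence of the barcode-gated MEP2-GFP cells per well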
# proCasp3 act – activates human procaspase-3; P42574; activation, % at 8.5 µM; recombinant procaspase-3 D3A, Ac-DEVD-pNA absorbance 405 nm; 330,000 compounds, 0.11% hits;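 active means activation above the mean of all tested compounds plus 3 SD, cut at about 21% in these data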;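 further: 0% = DMSO alone and 100% = DMSO wells spiked with extra 5 µM PC-3 D3A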
#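 Assay system: Autoprocessing-dead procaspase-3 D3A mutant enzyme; also added: Ac-DEVD-pNA; doses: one concentration, 8.5 µM nominal, 0.8% DMSO; times: 1 h compound preincubation, 2 h substrate hydrolysis at 25 °C; technique: 405 nm absorbance of p-nitroaniline, reads at 0 and 120 min; measure: % activation between DMSO and enzyme-spiked controls; repeats: single replicate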
# RPL19A-GFP yeast – yeast TOR pathway RPL19A-GFP modulation | S. cerevisiae RPL19A-GFP strain, flow cytometry, 3 h; hits give low values | percent response vs DMSO, % at 10 µM | 330,000 compounds, 0.3% hits | AID 2025;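 active means percent response vs DMSO below 50%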;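 further: median channel GFP fluorescence of the barcoded RPL19A-GFP strain; ratio of sample median GFP to plate DMSO average so 100% = DMSO; lower means less RPL19A-GFP as with rapamycin TOR inhibition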
# ZTA counter – blocks Epstein-Barr virus ZTA, an EBNA-1 counter-screen | P03206 | ZTA-DNA binding, fluorescence polarization | inhibition, % at 11 µM | 320,000 compounds, 0.15% hits | AID 2234; in the data active means inhibition above about 33%
# AHR activator – activators of human aryl hydrocarbon receptor; AID 2796; 320,000 compounds, 2.5% hits; activation, % at 5 µM; AHR-responsive luciferase reporter cells, luminescence; in the data active means activation above about 47%;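 further: 0% = vehicle wells and 100% = reference agonist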
# EBNA-1 inh – blocks EBNA-1 binding to DNA. EBNA-1 DNA binding, fluorescence polarization. inhibition, % at 14.8 µM. 300,000 compounds, 0.34% hits. AID 1950; in the data active means inhibition above about 28%
# LAP4 TOR yeast – modulators of TOR pathway LAP4-GFP in S. cerevisiae; GFP response vs DMSO, % at 10 µM; S. cerevisiae LAP4-GFP multiplex, flow cytometry GFP, 3 h; median GFP as percent of DMSO wells; 320,000 compounds, 0.34% hits;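 active means GFP response vs DMSO above a set limit, about the screen mean plus 3 SD, cut at about 150% in these data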
# procasp7 counter – counter-screen: procaspase-7 (human) activation; recombinant procaspase-7, Ac-DEVD-pNA absorbance 405 nm; D23A/D198A/D206A triple mutant, cannot self-cleave; scale: DMSO 0, 5 µM enzyme 100; activation, % at 8.5 µM; 330,000 compounds, 0.093% hits;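 active means percent activation above the screen-wide mean plus 3 SD, cut at about 25% in these data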
#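 Detection: p-Nitroaniline absorbance at 405 nm, read at 0 and 120 min; system: Uncleavable procaspase-7 mutant enzyme; evaluation: % activation from two-timepoint absorbance difference, scaled to controls; times: 1 h enzyme–compound preincubation and 2 h substrate reaction, both 25 °C; buffer or medium: Zinc-free HEPES pH 7.4 with 300 mM NaCl, 0.01% Triton X-100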
# Numbers without * were called inactive; . = not tested or not shown.
SMILES,MEP2 TOR yeast,proCasp3 act,RPL19A-GFP yeast,ZTA counter,AHR activator,EBNA-1 inh,LAP4 TOR yeast,procasp7 counter
CCSC1(SCC)N=C(N)C2(C#N)C(c3ccc(F)cc3)C12C#N (stereo unspecified),107,-2,94,-10,3,-12,113,-3
CN(C(=O)COn1nnc2ccc(Cl)cc21)C1CCS(=O)(=O)C1 (stereo unspecified),99,4,97,.,0,.,101,-2
Cc1nn(-c2ccccc2)c(Cl)c1C(=O)OC(C)C(=O)Nc1ccc2c(c1)OCO2 (stereo unspecified),101,0,96,-21,66*,9,.,11
O=C(Nc1nnc(C2=COCCO2)o1)c1ccc(Cc2ccccc2)cc1,106,-2,102,4,0,0,117,13
O=C(CNC(=O)c1ccc(Br)o1)Nc1cccc(S(=O)(=O)N2CCCC2)c1,107,7,101,4,4,-9,106,-4
COCc1cc(Sc2ccc(Cl)cc2)nc(-c2ccccc2)n1,110,3,103,-3,3,-17,101,-7
O=C(Nc1cc(Cl)ccc1N1CCCC1)C1=NN(c2ccccc2)C(=O)CC1,111,4,99,-2,1,-7,99,3
Cc1cccc(C(=O)Nc2nnc(-c3cccnc3)o2)c1,102,0,104,-2,10,-8,103,0
CCC1(C)N=c2c(c(=O)n(C)c(=O)n2C)=NO1 (stereo unspecified),90,-3,94,-1,2,-3,99,0
COc1ccc(OC)c2sc(NC(=O)c3ccc(S(=O)(=O)N4CCOCC4)cc3)nc12,97,-6,103,-11,35,-10,93,-2
C=CCn1c(SCC(=O)Nc2ccc3c(c2)CCC3)nc2ccccc2c1=O,92,-11,92,-5,4,-2,89,-7
NC(=O)CCN1CCC(c2nc3ccccc3s2)CC1,104,-3,104,3,4,-14,92,5
CCc1nnc(NC(=O)CSc2nnc(-c3ccco3)n2CCOC)s1,94,-4,94,-9,0,-12,95,12
COc1cc2c(cc1NC(=O)C(C)NCc1ccccc1)oc1ccccc12 (stereo unspecified),98,1,96,-16,117*,-3,100,1
COc1ccc(CN2C(=O)NC3(CCCC3)C2=O)cc1F,92,3,94,-7,-1,3,103,15
Cc1ccc(C(=O)NCC2(c3ccccc3)CCCC2)cc1,102,0,98,15,2,-6,95,9
N#C/C(=C\c1ccccc1)C(=O)NCCN1CCOCC1,94,-7,108,0,0,-5,97,-3
O=C(CN1C(=O)NC2(CCCCC2)C1=O)N1CCN(S(=O)(=O)c2cccc(F)c2)CC1,111,-3,108,14,-3,-9,116,10
O=C(O)c1cccnc1-c1ncccc1C(=O)O,111,14,94,7,-1,-3,99,5
COc1ccc(S(=O)(=O)Nc2ccccc2OC)cc1NC(=O)CC1CC2CCC1C2 (stereo unspecified),103,-11,102,-1,-1,-4,85,-5
C/C(CCCO)=N/Nc1ccc([N+](=O)[O-])cc1[N+](=O)[O-],102,0,96,-2,8,-1,99,0
O=C(CNC1CCCC1)Nc1ccc(N2CCCCCC2)cc1,98,3,101,7,2,9,88,-2
COc1ccccc1CNS(=O)(=O)c1ccc(NC(C)=O)cc1,93,-4,91,-4,-2,6,95,1
O=C(CCc1nc2ccccc2c(=O)[nH]1)NNC(=O)c1ccc(F)cc1,99,5,97,28,1,.,104,-1
Cc1ccc(N2CC(C(=O)OCC(=O)Nc3ccccc3F)CC2=O)cc1 (stereo unspecified),102,10,101,4,3,-3,99,7
O=C1C=C(c2cc(F)ccc2F)C[C@@H](c2ccc(Cl)cc2)C1,93,5,99,1,-2,.,109,-10
CCCCn1cnc2c([nH]c3cc(OC)ccc32)c1=O,93,-7,91,3,-2,-19,97,-8
CC1(C)CC(NC(=O)C23CCC(C)(/C(=N/O)C2)C3(C)C)CC(C)(C)N1 (stereo unspecified),99,-2,97,3,-1,1,102,-3
CCOC(=O)c1c(NC(C)=O)sc(C(=O)NC2CCCC2)c1C,102,2,99,-5,30,-3,97,-2
COCCCn1c(=S)[nH]c(C)c(C)c1=O,97,3,95,6,5,6,105,2
COc1ccc(Br)c(C(=O)NC(C)(C)CO)c1,94,0,98,3,-2,-1,113,5
COc1ccc(NS(=O)(=O)c2ccc(Cl)c(N)c2)cc1Br,93,3,94,-2,8,7,94,8
O=C(Nc1ccc(N2CCCC2)cc1)c1ccccc1[N+](=O)[O-],107,-10,106,0,5,-11,96,7
CC1CCN(S(=O)(=O)c2ccc(NC(=O)[C@@H]3CCCN3C(=O)c3cccs3)cc2)CC1,102,0,99,17,-1,.,102,-1
COc1ccc(CCNC(=O)c2noc3c2CCCC3)cc1OC,101,-5,98,1,15,11,95,5
Cc1ccc(NC(=S)Nc2ccc3[nH]c(=O)[nH]c3c2)cc1C,113,-17,108,-11,1,-3,96,-11
CC(C)(C)CC(=O)NCCc1csc(-c2ccccc2)n1,95,1,97,-12,4,6,116,3
CNC(=S)N(CCCN(C)C)Cc1cc2cc3c(cc2[nH]c1=O)OCCO3,116,6,115,-3,5,7,106,1
CC1CCN(Cc2nc(-c3ccc(Cl)cc3)no2)CC1,105,0,104,-21,0,-8,115,3
CCOC(=O)C1CCCN(C(=O)c2cc(=O)c3ccccc3o2)C1 (stereo unspecified),102,3,97,-8,-1,3,94,2
CC(=O)c1ccc(C(=O)N2CCc3c([nH]c4ccccc34)C2c2ccccn2)s1 (stereo unspecified),126,15,115,-2,10,-4,116,0
COc1ccc(OCC(=O)N/N=C/c2ccc(O[C@@H]3O[C@H](CO)[C@@H](O)[C@H](O)[C@H]3O)cc2)cc1,102,-3,103,4,2,7,100,-3
COc1cccc(N2CCN(C(=O)C3CCCN(S(=O)(=O)c4cnc[nH]4)C3)CC2)c1 (stereo unspecified),98,-7,100,-15,-3,-4,95,2
CCc1cccc2c1NC(=O)C2(O)CC(=O)c1cccs1 (stereo unspecified),99,2,105,2,0,8,93,-1
O=[N+]([O-])c1ccc(S(=O)(=O)NCC(c2ccco2)N2CCc3ccccc3C2)cc1 (stereo unspecified),96,8,92,-3,2,-13,93,6
CC(C)c1nnc(NC(=O)c2cccc(-n3cnnn3)c2)s1,101,2,96,8,47,9,96,8
C[N+](C)(C)CC=O,100,8,99,-4,0,2,129,3
COc1cc(CN2CCNC(=O)C2CC(=O)N(C)CCC2CCOCC2)cc(OC)c1 (stereo unspecified),103,-5,99,-4,0,-6,93,5
Cc1nn(-c2ccccc2)c(C)c1/C=C/C(=O)OCC(=O)N(C)C1CCS(=O)(=O)C1 (stereo unspecified),102,2,108,8,1,-5,100,-3
Cc1ccc(CNC(=O)CC2(CC3=NS(=O)(=O)c4ccccc4N3)CCCC2)cc1,95,8,98,-4,4,-11,101,-7
O=C1N/C(=C\c2ccc(O)cc2)C(=O)c2ccccc21,95,5,94,9,5,-9,109,-7
CC1CCCC(NC(=S)Nc2ccc(SC(F)F)cc2)C1C (stereo unspecified),101,-8,98,-3,-2,-9,98,4
Cc1onc(-c2ccccc2)c1C(=O)n1cccn1,82,-13,106,8,2,2,90,0
Cc1ccc(Nc2nc3nonc3[nH]c2=O)cc1,98,4,99,8,4,-6,98,0
O=C(Nc1ccc(S(=O)(=O)N2CCCC2)cc1)C1CCCN1C(=O)c1cccs1 (stereo unspecified),105,1,108,1,-1,6,111,4
CN(c1ccc(OC(=O)CN2C(=O)NC3(CCCC3)C2=O)cc1)S(=O)(=O)c1ccccc1,104,2,96,-5,0,6,104,5
CC(C)(C)OC(=O)NCc1ccc(CNC(=O)c2ncn(Cc3ccccc3)c2C(=O)NCc2ccc(CNC(=O)OC(C)(C)C)cc2)cc1,98,1,99,.,-1,.,99,-1
COc1ccc(C(=O)/C=C/c2ccc(OC)cc2OC)c(O)c1,106,-5,96,-1,2,2,100,-8
O=C(Cc1cccs1)Nc1ccon1,108,2,91,-11,2,2,92,1
COCCCNc1nc2nonc2nc1N1C[C@H]2CC[C@H]1C2,96,-4,95,7,-1,-6,108,2

# The last 6 compounds of the part above open the next one:
SMILES,MEP2 TOR yeast,proCasp3 act,RPL19A-GFP yeast,ZTA counter,AHR activator,EBNA-1 inh,LAP4 TOR yeast,procasp7 counter
O=C(Nc1ccc(S(=O)(=O)N2CCCC2)cc1)C1CCCN1C(=O)c1cccs1 (stereo unspecified),105,1,108,1,-1,6,111,4
CN(c1ccc(OC(=O)CN2C(=O)NC3(CCCC3)C2=O)cc1)S(=O)(=O)c1ccccc1,104,2,96,-5,0,6,104,5
CC(C)(C)OC(=O)NCc1ccc(CNC(=O)c2ncn(Cc3ccccc3)c2C(=O)NCc2ccc(CNC(=O)OC(C)(C)C)cc2)cc1,98,1,99,.,-1,.,99,-1
COc1ccc(C(=O)/C=C/c2ccc(OC)cc2OC)c(O)c1,106,-5,96,-1,2,2,100,-8
O=C(Cc1cccs1)Nc1ccon1,108,2,91,-11,2,2,92,1
COCCCNc1nc2nonc2nc1N1C[C@H]2CC[C@H]1C2,96,-4,95,7,-1,-6,108,2
CN(CC(=O)Nc1ccccc1Cl)C(=O)COC(=O)c1ccc(C(F)(F)F)cc1,95,2,99,-11,0,.,114,2
Cc1ccc(NC(=O)c2ccccc2O)cc1,106,2,100,7,20,-10,103,8
CSc1ccccc1N1CCN(C(=O)Nc2ccc3c(c2)NC(=O)CO3)CC1,110,-7,98,14,1,14,113,-4
CC(C)N1CCNCC1,86,-7,97,-10,-1,-9,77,-3
CCOC(=O)COc1ccc2c(=O)cc(-c3ccccc3)oc2c1,108,4,98,0,1,-1,126,9
CN1CCc2c(sc(/N=C/c3ccco3)c2C(N)=O)C1,103,-8,103,15,15,17,95,-9
CCOc1ccc(C(=O)NCCNC(=O)c2ccc(OCC)cc2)cc1,106,-1,103,-2,-2,-5,96,15
COc1cc2c(cc1OC)C(SC)=NC1(CCCC1)C2,107,-3,104,6,-1,-14,94,-3
COc1cc2c(cc1OC)CN(c1ncccc1[N+](=O)[O-])CC2,98,3,101,20,1,0,99,9
COc1cc(OC)c(NC2=NCCCCC2)cc1Cl,95,8,94,1,3,5,88,6
Cc1ccc(-c2nnn(CC(=O)N3CCCCC3)n2)c(-n2cnnn2)c1,95,-4,89,8,0,-8,90,0
O=C(Nc1cc(=O)[nH]c(=O)[nH]1)c1cccc(C(F)(F)F)c1,104,8,102,-9,3,-21,105,1
CN(C)c1ccc(CNC(=O)C2CCN(S(=O)(=O)c3ccc4c(c3)oc(=O)n4C)CC2)cc1,100,-1,96,2,-3,9,89,-3
Cc1ccc(S(=O)(=O)N2CCOCC2)cc1NC(=O)COC(=O)/C=C/c1ccco1,96,6,98,.,0,.,101,-3
CC(=O)CCc1ccc(OCC(O)CNCCOc2ccc(C)cc2)cc1 (stereo unspecified),106,5,107,5,0,6,96,-5
CC(=O)c1cc2c(cc1NC(=O)CCNC(=O)c1ccccc1Cl)OCO2,96,-1,90,-5,0,3,95,-2
O=C(CCc1nnc(CCCCc2ccccc2)o1)N1CCN(CCO)CC1,102,-4,101,-7,1,0,105,0
Cc1cc(N/C=C\c2nnnn2-c2ccccc2)no1,93,-3,92,4,69*,9,127,1
Cc1c(S(=O)(=O)N2CCN(C(=O)c3ccco3)CC2)c(=O)n(C)c(=O)n1C,98,10,101,-15,1,0,93,4
COC(=O)c1ccc(C(=O)OC)c(NS(=O)(=O)c2ccc(NC(C)=O)cc2)c1,91,-6,97,15,0,2,94,9
COCC(=O)Nc1ccccc1C(=O)NC(C)C,94,2,89,-6,-2,-6,91,-5
